# Screening data (PubChem BioAssay)
# NPR1 activator = GC-A (human) enzyme activation; P16066; hit rate 0.14% among 370,000; activation, % at 10 µM; HEK293 GC-A cells, cGMP TR-FRET, EC30 ANP; 0% at EC30 ANP, 100% saturating ANP; in the data active = activation above about 40%
# ssDAF-12 act = S. stercoralis DAF-12 activation, primary screen. hit rate 1% among 370,000. activation, % at 6.8 µM. HEK293 ssDAF-12/GRIP1 lit1-tk-luc reporter, luminescence; % of 3 µM dafachronic acid response;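 active = activation above the mean over all tested compounds plus 3 SD, cut at about 0.9% in these data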;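 note: 0% = DMSO-only wells and 100% = 3 µM delta7-dafachronic acid wells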
# HGIII-sPLA2 inh = Inhibits HGIII-sPLA2 liposome hydrolysis, primary screen; QFRET BODIPY PC-A2 liposome hydrolysis, fluorescence; Q9NZ20; hit rate 0.56% among 370,000; inhibition, % at 12.2 µM;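 active = inhibition above mean plus 3 SD of compounds lying within the high and low control bounds, cut at about 19% in these data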;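 note: 0% = median of test compound wells and 100% = no enzyme DMSO wells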
# Target sequence (Q9NZ20 whole entry, looked up): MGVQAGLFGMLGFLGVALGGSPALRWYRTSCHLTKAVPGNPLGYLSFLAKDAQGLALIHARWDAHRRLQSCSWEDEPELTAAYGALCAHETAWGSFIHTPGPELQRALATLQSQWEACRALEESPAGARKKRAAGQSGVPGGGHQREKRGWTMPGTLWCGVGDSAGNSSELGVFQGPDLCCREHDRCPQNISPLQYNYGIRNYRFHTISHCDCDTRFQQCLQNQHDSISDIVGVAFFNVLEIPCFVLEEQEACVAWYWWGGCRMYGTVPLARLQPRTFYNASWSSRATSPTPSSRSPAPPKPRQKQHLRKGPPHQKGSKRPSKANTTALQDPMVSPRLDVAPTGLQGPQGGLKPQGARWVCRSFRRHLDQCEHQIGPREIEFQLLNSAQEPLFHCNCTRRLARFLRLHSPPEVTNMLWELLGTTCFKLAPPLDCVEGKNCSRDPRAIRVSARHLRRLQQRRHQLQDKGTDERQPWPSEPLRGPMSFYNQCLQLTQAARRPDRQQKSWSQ
# GAA850 FXN act = frataxin GAA850 promoter activation; HEK293 lucGAA850 FXN promoter luciferase reporter, 24 h; percent of 10 µM SAHA response; activation, % at 6 µM; hit rate 0.56% among 360,000;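 active = activation above the average of all compounds screened plus 3 SD, cutoff fixed separately per campaign, cut at about 7.5% in these data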;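 note: 0% = DMSO wells and 100% = 10 µM SAHA wells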
# DAX1 inh-1 = blocks DAX1 repression of SF-1 activated StAR promoter; HEK293T StAR-luciferase reporter, SF-1/DAX-1 repression relief; inhibition, % at 6.8 µM; hit rate 1.1% among 370,000; AID 652010;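 active = inhibition above the mean over all tested compounds plus 3 SD, cut at about 3.6% in these data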;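 note: 0% = DAX-1 cells with DMSO and 100% = cells lacking DAX-1 with DMSO; higher inhibition means more luminescence from relief of DAX-1 repression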
# hgDAF-12 ag = hgDAF-12 agonism, primary luciferase screen. HEK293 GAL4-hgDAF12 UAS-luciferase reporter, agonist luminescence; normalized to butyrate control. activation, % at 6.8 µM. hit rate 1.8% among 370,000;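 active = activation above a cutoff set at the mean of all screened compounds plus 3 SD, cut at about 10% in these data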;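 note: 0% = DMSO wells and 100% = sodium butyrate wells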
# SMARCA2 activ = SMARCA2 function activation, primary screen. hit rate 1% among 370,000. activation, % at 9.1 µM. MG213 cells, MMTV-luciferase reporter, dexamethasone, overnight. AID 652017; in the data active = activation above about 7.8%;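 note: 0% = vehicle wells and 100% = reference activator wells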
# DAX1 inh-2 = NR0B1 (DAX1) inhibition. HEK293 Gal4-DAX1 luciferase reporter, luminescence. inhibition, % at 6.75 µM. hit rate 0.99% among 340,000. AID 504766;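 active = inhibition above the mean over all tested compounds plus 3 SD, cut at about 4.2% in these data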;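 note: 0% = DAX1-transfected cells with DMSO and 100% = empty-vector control cells with DMSO; inhibition shows as a rise in luminescence from relieved DAX1 repression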
# Target sequence (P51843 207-470 limits assumed): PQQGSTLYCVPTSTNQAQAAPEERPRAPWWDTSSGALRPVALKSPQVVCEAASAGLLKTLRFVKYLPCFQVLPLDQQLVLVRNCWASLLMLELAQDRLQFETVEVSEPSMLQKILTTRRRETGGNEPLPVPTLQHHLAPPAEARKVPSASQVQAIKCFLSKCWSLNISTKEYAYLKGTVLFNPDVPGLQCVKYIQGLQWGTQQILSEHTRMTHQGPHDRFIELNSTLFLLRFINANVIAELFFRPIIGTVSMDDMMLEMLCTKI
# GC-B act = GC-B (human) receptor activation; P20594; HEK293-GC-B cells, CNP EC30, cGMP TR-FRET; 0% at EC30 CNP, 100% saturating CNP; activation, % at 10 µM; hit rate 0.11% among 370,000; AID 1920062;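 active = activation at 10 µM reaching about 35% in either raw or pattern-adjusted values, limit read from the data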
# hcDAF-12 act = H. contortus DAF-12 activation, primary screen | HEK293 hcDAF-12 lit1-tk-luc reporter, luminescence; 0% DMSO, 100% Δ7-dafachronic acid | activation, % at 6.8 µM | hit rate 1.4% among 370,000 | AID 652067;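 active = activation above the mean of all tested compounds plus 3 SD, cut at about 5.5% in these data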;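 note: 100% = response to 3 µM Δ7-dafachronic acid high control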
# KLK7 zymogen act = proKLK7 (human) activation, primary screen; P49862; purified proKLK7, EDANS-DABCYL substrate fluorescence; 100% is mature enzyme control, 0% vehicle; activation, % at 7 µM; hit rate 0.9% among 370,000;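 active = activation above the mean of all tested compounds plus 3 SD, computed per campaign excluding outliers beyond control limits, cut at about 13% in these data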
# Target sequence (P49862 whole entry, looked up): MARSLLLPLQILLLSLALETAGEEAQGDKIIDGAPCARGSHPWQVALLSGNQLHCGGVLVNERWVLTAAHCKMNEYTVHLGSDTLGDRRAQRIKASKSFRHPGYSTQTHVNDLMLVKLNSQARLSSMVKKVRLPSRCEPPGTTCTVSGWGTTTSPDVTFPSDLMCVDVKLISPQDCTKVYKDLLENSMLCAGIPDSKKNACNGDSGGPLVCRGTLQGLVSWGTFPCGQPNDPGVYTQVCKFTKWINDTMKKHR
# * hit, by the source's call; x = no result given. Hits appear at their usual frequency (roughly 6.7% active in at least one column).
smiles,NPR1 activator,ssDAF-12 act,HGIII-sPLA2 inh,GAA850 FXN act,DAX1 inh-1,hgDAF-12 ag,SMARCA2 activ,DAX1 inh-2,GC-B act,hcDAF-12 act,KLK7 zymogen act
COc1ccc(COC[C@H](CC(C)C)N2CCN(C(=O)c3cccc(C(F)(F)F)c3)CCC2=O)cc1,-3,-1.7,-10,x,-1.1,-0.9,-6,x,-1,-2.8,-0.6
CCOc1ccc(C(=O)N2CCN(CC(=O)N3CCCC3)CC2)cc1OCC,0,-1.0,13,1.2,0.3,2.8,0,0.3,-3,1.1,-0.6
Cc1ccc(C)c2[nH]c(=O)c(CCNC(=O)c3cc4ccccc4o3)cc12,-11,-1.0,-2,-1.1,0.1,-1.0,-2,1.1,-13,1.9,0.4
COC(=O)c1sccc1NC(=O)COc1cccc(C)c1,-11,-0.7,17,3.2,0.1,0.2,-5,-0.3,-9,-0.6,-0.5
O=C(NCC1CCCO1)C(c1ccc(F)cc1)N(C(=O)Cn1nnc(-c2ccc(F)cc2)n1)c1cccc(O)c1 (configuration not stated),1,-2.3,-43,-8.2,-2.0,-5.2,0,-1.8,3,-1.4,0.5
CC(/C=N/NC(=O)Cn1nccc1C)=C\c1ccc(C(C)C)cc1,8,-1.3,15,3.5,-0.2,2.6,0,0.8,2,3.1,-0.3
CCCCC(=O)Nc1c(C)cc(C)cc1Cl,2,-0.9,0,1.5,-0.6,1.1,-1,-0.4,1,0.0,0.1
CC1CCCCN1C(=O)C1CCCCN1S(=O)(=O)c1cccc([N+](=O)[O-])c1 (configuration not stated),-4,-1.1,-1,0.6,-0.3,2.2,2,-0.1,2,-0.5,0.2
CC(C)(C)OC(=O)/C=C/[C@H](CCCCl)Sc1ccc(C(C)(C)C)cc1,0,-1.7,-6,x,-3.1,0.2,-5,x,1,-4.9,-0.1
c1ccc2c(c1)CNc1ccccc1C2,-2,-0.3,5,0.4,0.1,-1.2,-3,0.8,-2,0.9,-1.2
COc1ccc(-n2nc3c(c2NC(=O)c2ccc(S(=O)(=O)N4CCOCC4)cc2)CS(=O)C3)cc1 (configuration not stated),0,0.0,-4,0.9,-0.8,-2.4,-1,0.9,-5,-0.9,0.3
NC(=O)c1sc(=S)n2c1[nH]c(=O)c1sccc12,-4,-0.5,-1,0.3,-0.5,-2.8,-1,0.9,3,2.7,-0.4
COc1ccccc1OCC(O)Cn1c(Br)nc2c1c(=O)[nH]c(=O)n2C (configuration not stated),-6,-1.4,0,-1.7,-0.6,-1.8,1,0.7,-10,-2.1,-0.6
Cn1c(Cc2ccccc2)[n+](C)c2ccccc21,2,-1.9,4,1.7,-0.9,-3.1,-2,0.2,1,0.9,0.1
Cc1ccccc1CN1CCCC(C(=O)Nc2ccc(-c3ccn[nH]3)cc2)C1 (configuration not stated),-1,-0.6,-48,-9.7,1.0,0.7,-3,-0.8,-6,-1.4,-0.4
Cc1cc(NC(=O)CSCC(=O)Nc2cc(C(F)(F)F)ccc2N2CCOCC2)no1,-3,-1.3,-4,0.7,1.0,1.7,1,0.4,2,-0.5,-0.3
CC(=O)/C(C(=N)N1CCN(Cc2ccccc2)CC1)=C(\C)O,1,-0.7,1,-1.5,-0.3,-2.3,2,-0.5,-7,-1.9,0.5
O=C(CSc1nncn1-c1ccccc1)Nc1ccccc1,-1,-1.2,-3,-0.4,0.1,-1.2,0,-1.4,-3,-0.3,-0.6
CCN(CCCNC(=O)CN1C(=O)COc2ccccc21)c1cccc(C)c1,-9,-1.3,3,0.0,-0.3,-1.8,-4,-1.3,-2,1.1,1.0
CC1CCN(C(=O)Cn2cc3c(n2)CCCC3)CC1,-3,-0.1,13,4.1,0.6,2.1,-2,0.8,-7,-0.2,-0.5
CSCCC(NS(=O)(=O)c1ccccc1F)C(=O)NNC(=O)c1csc(N2CCOCC2)n1 (configuration not stated),2,-1.2,8,0.7,1.4,1.9,-3,-1.7,5,-0.8,0.3
O=C(O)c1nn(-c2cccc(C(F)(F)F)c2)ccc1=O,3,-0.8,15,-2.4,-0.2,-1.8,-3,0.6,3,-1.4,0.0
CCOC(=O)c1cccc(-n2cccc2/C=C2\NC(=O)N(CC(=O)O)C2=O)c1,-1,-1.8,-14,-1.3,-0.2,0.5,-1,-1.2,0,-1.1,-0.1
CC(C)OCC(O)Cn1c(N2CCCC2)nc2c1c(=O)n(C)c(=O)n2C (configuration not stated),5,-0.7,-1,1.5,-0.6,-1.6,1,2.5,10,-1.1,0.5
CCn1c(SCC(=O)N2CCCC2)nnc1-c1ccc(N)cc1,-6,-1.7,7,-1.6,-0.3,-2.0,-1,0.3,4,1.3,0.2
Cc1ccccc1C(=O)Nc1ccc2c(c1)CCCN2C(=O)c1cccs1,3,-1.3,-1,-6.7,-1.2,-3.9,-4,-1.5,1,-4.3,0.6
CCOC(=O)c1c(C)sc2c1N(C(=O)CN(CC)CC)c1cc(Cl)ccc1S2,-20,-0.8,-12,1.4,-0.8,-1.2,-1,0.2,-21,-0.8,-0.1
C[C@H](C(=O)N(C)c1ccccc1)[C@@H](O)c1ccc2ccccc2c1,1,-0.5,2,x,0.2,-1.6,-3,x,2,0.6,-0.8
CC(C)O/C(=N\S(=O)(=O)c1ccc(Cl)cc1)c1ccccc1,-7,-1.6,3,-0.4,0.0,-0.3,-3,0.5,1,-0.5,-0.4
CCOC(=O)C(c1ccccc1)C(Nc1ccccc1)c1ccccn1 (configuration not stated),-13,-0.4,-6,-0.4,0.5,-1.6,0,-1.9,-11,-0.9,-0.2
COc1cc(C2c3c(n[nH]c3C)C(=O)N2c2ccc(Br)cc2)ccc1O (configuration not stated),-39,-1.1,-18,0.7,0.0,3.4,2,-0.5,-25,-1.3,-0.2
CC(C)NC(=O)C1(C)CCCN1C(=O)c1ccc2c(c1)C(C)(C)CCC2(C)C (configuration not stated),3,-0.5,-4,-0.5,-0.6,-0.7,-3,x,4,1.1,-0.9
Cc1ccccc1CNS(=O)(=O)c1c(C)[nH]c(C)c1C(=O)N1CCCCC1,-1,-0.6,-4,0.9,-0.9,0.3,0,0.6,-1,-0.8,0.3
O=C(Nc1ccccc1F)c1ccc(S(=O)(=O)N2CCCCCC2)cc1,0,-0.9,-11,1.9,1.4,4.6,-1,0.2,1,-0.4,0.3
Cc1cc(C)n(-c2ccc(NC(=O)C3CCN(Cc4cc(C)c(C)o4)CC3)cc2)n1,1,-0.7,-8,1.2,-0.6,-1.2,-1,-0.5,-3,-1.5,0.6
Cc1ccc(N(C(=O)CCC(=O)Nc2cc(C)on2)C(C(=O)NC2CCCC2)c2ccccc2)cc1 (configuration not stated),-6,-1.6,0,0.9,0.4,0.6,1,-0.4,1,-1.8,0.4
Cc1cc(C)cc(OCC(=O)NNC(=O)CCN2C(=O)c3ccccc3C2=O)c1,-4,-1.4,-13,1.0,-0.4,-1.1,-4,0.7,0,-0.8,0.1
CCC(=O)Nc1ccc(Nc2nc(C)c([N+](=O)[O-])c(Nc3ccc(NC(=O)CC)cc3)n2)cc1,31,-1.6,-26,-1.7,-2.1,-7.4,0,-2.0,31,-4.1,-0.1
CC(C)N(C[C@@H]1CSCCS(=O)(=O)N1)C1CCCCC1,1,-0.8,-2,x,0.5,-1.3,-2,x,3,-0.2,0.0
O=C(O)c1ccc2c(c1Nc1ccccc1)C(=O)c1ccccc1C2=O,-14,0.5,3,-2.4,0.4,-0.4,-2,4.4*,-6,7.5*,0.5
CN(C(=O)COc1ccc(S(=O)(=O)N2CCOCC2)cc1[N+](=O)[O-])C1CCS(=O)(=O)C1 (configuration not stated),0,-1.5,7,0.5,0.1,-0.8,2,0.2,-4,-0.2,0.4
O=C(C1CCC(=O)N(C2CCCC2)C1)N1CCN(c2ccc(Cl)cc2)CC1 (configuration not stated),8,-1.0,4,-0.9,-0.1,0.8,-4,0.6,-3,-1.3,-0.2
CN1C(=O)c2ccc(NC(=S)NC(=O)C(C)(C)C)cc2C1=O,3,-1.0,7,1.0,-0.2,5.0,0,-0.3,1,-1.1,-6.7
OCCC1CN(Cc2ccon2)CCN1Cc1ccc(F)c(F)c1 (configuration not stated),1,-1.8,5,0.5,0.1,-2.2,-3,-1.0,1,-0.9,-0.2
Cc1ccc(CN(Cc2ccco2)S(=O)(=O)c2ccc(S(=O)(=O)NCC3CCCO3)cc2)cc1 (configuration not stated),-1,-1.2,-7,-0.3,-0.5,0.8,-1,-0.5,-1,-2.0,0.1
Cc1ccc(Nc2nnc(SCC(=O)c3cc4ccccc4o3)s2)cc1C,-5,0.8,12,4.8,1.4,1.3,6,1.1,0,4.1,0.1
COC(=O)c1ccc(NC(=S)Nc2ccccn2)cc1,-8,-0.1,5,6.9,1.6,12*,7,2.8,-7,1.9,-0.4
C=CCNC(=O)NC(=O)COC(=O)COc1ccc(Br)cc1F,2,-0.5,6,0.3,-0.2,2.1,-2,0.9,-3,-0.5,-0.4
Cc1nnc(SCCN2CCOCC2)n1C,2,-1.4,3,0.2,-0.3,1.6,3,-1.4,3,3.1,-0.3
CCOC(=O)CCc1c(C)nc(SCc2ccc(C(=O)O)cc2)c(C#N)c1C,-8,-0.6,7,1.6,-0.1,-0.7,-2,6.0*,-4,-1.1,-0.3
NC(c1ccccc1)c1csc(NC(=O)Nc2cccc(C(F)(F)F)c2)n1 (configuration not stated),-6,-1.2,17,-0.7,-1.5,-1.1,-4,x,-3,-1.9,-0.1
CCCc1cc(=O)oc2c3c(cc(OCC(=O)N4CCC[C@H]4C(=O)O)c12)OC(C)(C)CC3,-1,-1.4,-4,-1.3,0.1,0.8,1,4.5*,-7,0.7,40*
O=C(c1cccnc1)N1CCC2CC1c1c(Cl)cccc12 (configuration not stated),-3,-0.8,10,-1.2,-0.1,6.6,-6,0.4,-1,-0.4,-0.7
CCn1c(SCc2ccccc2Cl)nnc1-c1ccccc1OC,-2,-0.7,8,x,-0.8,-2.2,-6,x,-1,-3.3,-0.2
CSC(=NC#N)N1CCN(C(c2ccccc2)c2ccccc2)CC1,-31,-1.2,1,-1.5,-1.1,0.7,-5,0.0,-8,0.9,0.0
Cc1nn(C(=O)c2ccc([N+](=O)[O-])cc2)c(C)c1Br,5,-1.4,4,0.3,0.5,-1.3,0,1.9,11,1.7,0.1
COc1ccccc1NC(=O)COC(=O)CCS(=O)(=O)c1ccc(C)cc1,1,-0.9,2,-2.9,-1.5,-1.7,1,-0.5,-5,-0.3,-0.9
CCC1CN(S(=O)(=O)c2cc(-c3cc(C)no3)ccc2OC)c2cc(C)ccc2O1 (configuration not stated),-9,-1.3,4,1.7,1.8,-0.5,-1,-0.2,-7,-1.3,-0.3
